Source: PubChem BioAssay (National Center for Advancing Translational Sciences (NCATS))
Nrf2 activator: activates Nrf2 signaling; actives 0.31% (n = 410,000); AREc32 ARE-luciferase reporter (MCF7-derived line), luminescence, 24 h; Potency, µM (titrated, usually from 46.1 µM), inactives show at the top dose activation, usual class: activators; note: % of control where 0% means no effect; nearly all actives have a fitted effect of over 65% in size
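Cells of the AREc32 ARE-luciferase line are plated in OPTI-MEM containing 5% FBS and left overnight at 37 deg C. Compounds are pinned in, incubation continues 24 hr, and firefly luciferase signal is then measured.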
S2 tox: viability counter-screen for ATXN expression inhibitors | S2 cells (HEK-293 line with an ATXN2-luciferase reporter) viability, CellTiter-Fluor protease fluorescence, 24 h | Potency, µM (highest dose often 56.7 µM), usual class: cytotoxic | actives 0.49% (n = 400,000) | AID 651635; note: nearly all actives have a fitted effect of over 40% in size
MCF10A rereplic: induces DNA re-replication in MCF 10a normal breast cells; Potency, µM (top dose mostly 46.1 µM), inactives show at the highest dose activity, positive = re-replication, hits mostly activators; AID 624296; actives 2.9% (n = 350,000); MCF 10A DNA re-replication, Hoechst nuclear intensity, 48 h; note: % of control where 0% means no effect; nearly all actives have a fitted effect of over 50% in size
Nrf2 inh: blocks Nrf2 signaling. A549 ARE-Fluc reporter, luciferase luminescence, 18-24 h. Potency, µM (top dose mostly 46 µM), for inactives: at the highest dose activity change, negative = inhibition, actives largely listed as inhibitors. actives 2.1% (n = 360,000); note: % is set by controls: 0 for no effect and ±100 for the full control effect; nearly all actives have a fitted effect of over 60% in size
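Cells were seeded and rested 2 h, then exposed to compounds for 18-24 h. CellTiter-Fluor was read first as a viability measure. BugLite was added 15 min before the final luminescent read of ARE-luciferase activity in A549 cells.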
A549 viability: counter-screen for Nrf2 inhibitors: cytotoxicity in A549 cells; Potency, µM (top dose mostly 46 µM), for inactives: at the top dose activity change, negative = cytotoxicity, actives largely listed as inhibitors; actives 0.16% (n = 390,000); A549 ARE-Fluc cells, CellTiter-Fluor viability, 18-24 h; note: % is set by controls: 0 for no effect and ±100 for the full control effect
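A549 ARE-Fluc cells in 5% FBS OPTI-MEM, 5000 cells/well, rested 2 h then exposed to compounds in concentration-response for 18-24 h at 37 °C. Viability by CellTiter-Fluor fluorescence (Ex 405/Em 525) after 30 min; luciferase luminescence (BugLite, 15 min, RT) read afterwards.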
ATXN2 expr inh: ATXN2 expression inhibition; HEK-293 ATXN2-luciferase reporter, luminescence, 24 h; Potency, µM (titrated, usually from 57 µM), inactives show at the highest dose activity change, negative = inhibition, actives largely listed as inhibitors; actives 0.72% (n = 360,000); AID 1745845; note: % is set by controls: 0 for no effect and ±100 for the full control effect; nearly all actives have a fitted effect of over 55% in size
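qHTS (up to 57 uM final) was run with 24 h compound exposure of reporter cells at 37 °C. Each well was multiplexed: SteadyGlo luminescence measured ATXN2-luciferase expression after a fluorogenic Gly-Phe-AFC viability readout (25 uM final).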
HepG2 viability: counter-screen for TGF-b inhibitors: cytotoxicity in HepG2 cells. HepG2 CAGA-GFP viability, ATP luminescence, 18 h. Potency, µM (top dose mostly 46.1 µM), for inactives: top-dose activity change, negative = cytotoxicity, actives largely listed as cytotoxic. actives 0.76% (n = 410,000). AID 588856; note: some results filed as inactive show a strong effect at the top dose
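HepG2 CAGA-GFP cells (1000/well, DMEM with 1% FBS) received compound, then TGF-beta at 500 pg/mL final, and were incubated 18 hours at 37 degrees C. Viability was read by CellTiter-Glo luminescence. Media-only wells were set as complete cell-killing and DMSO as no toxicity.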
TGFb SMAD3 inh: inhibitors of TGF-b signaling; HepG2 CAGA-GFP TGF-b/SMAD3 reporter, GFP fluorescence, 18 h; TGF-beta stimulated, 500 pg/mL final; Potency, µM (highest dose often 46.1 µM), without a hit: at the highest dose activity, negative = inhibition, hits mostly inhibitors; actives 1.2% (n = 410,000); AID 588855; note: % is set by controls: 0 for no effect and ±100 for the full control effect; nearly all actives have a fitted effect of over 65% in size
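TGF-beta reporter screen: HEPG2 CAGA-GFP, 1% FBS, 500 pg/mL TGF-beta final, 18 h; per-cell GFP summed per well; curves fitted and categorized by class.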
EPAC2 antagonist: EPAC2 (human) antagonism. Q8WZA2. EPAC2 GEF exchange of Rap1B-BODIPY-GDP, fluorescence. Potency, µM (series often up to 114 µM), for inactives: at the top dose activity, negative = inhibition, actives largely listed as inhibitors. actives 0.18% (n = 360,000). AID 720708; note: % is set by controls: 0 for no effect and ±100 for the full control effect; nearly all actives have a fitted effect of over 45% in size; many of its hits are not listed in these tables
Target sequence (Q8WZA2 whole entry, looked up): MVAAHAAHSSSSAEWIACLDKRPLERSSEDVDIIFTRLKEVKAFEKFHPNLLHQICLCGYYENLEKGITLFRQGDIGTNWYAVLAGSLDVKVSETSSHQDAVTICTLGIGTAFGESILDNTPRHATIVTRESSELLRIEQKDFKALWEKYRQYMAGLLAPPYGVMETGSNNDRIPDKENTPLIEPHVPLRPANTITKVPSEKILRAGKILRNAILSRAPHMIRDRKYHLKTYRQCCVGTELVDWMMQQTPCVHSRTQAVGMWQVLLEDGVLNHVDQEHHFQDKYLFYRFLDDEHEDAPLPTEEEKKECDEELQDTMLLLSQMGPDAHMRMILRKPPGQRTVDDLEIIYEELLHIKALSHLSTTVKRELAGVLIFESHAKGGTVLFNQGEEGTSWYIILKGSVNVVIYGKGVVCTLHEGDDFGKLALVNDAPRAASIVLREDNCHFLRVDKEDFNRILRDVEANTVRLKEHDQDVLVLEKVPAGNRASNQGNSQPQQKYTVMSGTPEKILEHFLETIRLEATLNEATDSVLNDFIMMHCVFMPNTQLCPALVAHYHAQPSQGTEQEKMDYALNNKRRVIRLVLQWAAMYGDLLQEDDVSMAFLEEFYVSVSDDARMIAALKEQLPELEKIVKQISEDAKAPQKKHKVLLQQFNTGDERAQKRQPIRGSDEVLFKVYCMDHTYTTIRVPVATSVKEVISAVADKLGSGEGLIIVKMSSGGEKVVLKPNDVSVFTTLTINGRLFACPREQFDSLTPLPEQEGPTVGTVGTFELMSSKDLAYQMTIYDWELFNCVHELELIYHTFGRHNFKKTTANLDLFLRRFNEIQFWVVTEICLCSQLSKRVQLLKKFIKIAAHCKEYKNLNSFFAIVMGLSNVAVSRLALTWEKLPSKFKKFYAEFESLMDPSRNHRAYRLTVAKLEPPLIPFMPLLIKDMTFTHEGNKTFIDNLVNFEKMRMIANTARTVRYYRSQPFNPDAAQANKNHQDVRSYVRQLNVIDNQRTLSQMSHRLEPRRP
Numbers without * were called inactive; i = inactive; ? = inconclusive; nt = not tested or not shown; [ ] = another dose, or the depositor's remark. Calls come from the whole dose curve; as a rule, active = well fitted curve in the direction sought with a large enough effect; inconclusive = small, poorly fitted or top-dose-only effect, or another doubt; inactive = no such curve, though single readings can be large; an effect the other way counts as inactive or inconclusive. Potency is the fitted concentration of half-maximal effect.

The line under a structure holds: Nrf2 activator, S2 tox, MCF10A rereplic, Nrf2 inh, A549 viability, ATXN2 expr inh, HepG2 viability, TGFb SMAD3 inh, EPAC2 antagonist
Cc1ccccc1NC(=S)N(Cc1ccccc1)Cc1cccnc1
→ -0.3%, i, 4%, -13%, 4%, -18%, -5%, 1%, 0%
Cc1sc2ncnc(NCc3cccs3)c2c1C
→ 4.8%, i, 9%, 9%, -4%, ?, -26%, -7%, 6%[57.1 µM]
COc1ccc2cc(C#N)c(SCC(=O)N3CCCC3)nc2c1
→ 2.7%, i, 3%, -17%, -15%, 8%, -16%, 1%, 8%
CCOC(=O)CCCNC(=O)c1cncc(Br)c1
→ -0.5%, i, -2%, 22%, ?, -2%, -10%, 4%, -4%
COC(=O)N/N=C/c1ccc(-c2ccccc2Cl)o1
→ 0.6%, ?, 1%, 3%, -2%, -5%, -2%, -3%, -2%
Cc1ccc(/C=C(/NC(=O)c2ccccc2)C(=O)NC(Cc2c[nH]c3ccccc23)C(=O)O)cc1 (configuration not stated)
→ 0.1%, i, 14%, ?, ?, 7%, 6%, 16%, 3%
Cc1nn(Cc2c(Cl)cccc2Cl)c(C)c1NC(=O)c1cn(-c2ccccc2)nc1-c1ccccc1
→ -1.6%, 13µM*, 4.5µM*, 12µM*, 13µM*, 13µM*, -2%, -21%, 9%
O=C1S/C(=C\c2ccccc2)C(=O)N1CC(O)Cn1c2ccccc2c2ccccc21 (configuration not stated)
→ 3.0%, i, -5%, ?, 5%, 19%, -1%, ?, -3%
CCN(CC)C(=O)CN(Cc1ccccc1)S(=O)(=O)c1ccc(F)cc1
→ -0.1%, i, 6%, -4%, 1%, -1%, -2%, 0%, 3%
NC(=O)c1c(NC(=O)c2ccco2)sc2c1CCC2
→ ?, i, 15%, ?, -4%, 37%[activator], 3%, -4%, 13%
Cc1cc2c(cc(C(=O)OC(C)C(=O)NCc3ccc(F)cc3)n2C)o1 (configuration not stated)
→ -0.4%, i, 6%, 5%, 5%, -12%, -8%, 3%, -5%
COCCCNC(=O)CCn1nc(-c2ccc(Cl)cc2)ccc1=O
→ -0.9%, i, -9%, -6%, 0%, 0%, 3%, 0%, 0%
COc1ccc(CCNc2nc(-c3ccncc3)cs2)cc1OC
→ 0.7%, i, 0%, -30%, 7%, -31%, -17%, ?, -2%
Cc1ccc(-c2ccc(CN3C(CC(C)C)C(=O)N(Cc4cn(CCC5OCCO5)nn4)CCS3(=O)=O)cc2)cc1 (configuration not stated)
→ -5.0%, 35µM*, nt, nt, nt, 25µM*, 11µM*, 22µM*, ?
CCOC(=O)CSC1=Nc2ccccc2C2=NC(CC(=O)NCc3cccs3)C(=O)N12 (configuration not stated)
→ -0.3%, ?, 0%, 20%, -1%, -16%, 2%, 4%, 2%

Continued; it opens with the five that closed the last part.
The line under a structure holds: Nrf2 activator, S2 tox, MCF10A rereplic, Nrf2 inh, A549 viability, ATXN2 expr inh, HepG2 viability, TGFb SMAD3 inh, EPAC2 antagonist
Cc1cc2c(cc(C(=O)OC(C)C(=O)NCc3ccc(F)cc3)n2C)o1 (configuration not stated)
→ -0.4%, i, 6%, 5%, 5%, -12%, -8%, 3%, -5%
COCCCNC(=O)CCn1nc(-c2ccc(Cl)cc2)ccc1=O
→ -0.9%, i, -9%, -6%, 0%, 0%, 3%, 0%, 0%
COc1ccc(CCNc2nc(-c3ccncc3)cs2)cc1OC
→ 0.7%, i, 0%, -30%, 7%, -31%, -17%, ?, -2%
Cc1ccc(-c2ccc(CN3C(CC(C)C)C(=O)N(Cc4cn(CCC5OCCO5)nn4)CCS3(=O)=O)cc2)cc1 (configuration not stated)
→ -5.0%, 35µM*, nt, nt, nt, 25µM*, 11µM*, 22µM*, ?
CCOC(=O)CSC1=Nc2ccccc2C2=NC(CC(=O)NCc3cccs3)C(=O)N12 (configuration not stated)
→ -0.3%, ?, 0%, 20%, -1%, -16%, 2%, 4%, 2%
Cc1ccc(-n2nnnc2CNC(=O)c2ccc([N+](=O)[O-])o2)cc1C
→ ?, ?, ?, -16%, -2%, -27%, -108%, ?, 12%
COc1ccc(NC(=O)CSc2ncccc2C(=O)O)cc1OC
→ 0.0%, i, nt, nt, 7%, 11%, 0%, -1%, nt
CC(CCc1ccccc1)NC(=O)COC(=O)c1cc(NS(=O)(=O)c2ccc(Cl)c([N+](=O)[O-])c2)ccc1O (configuration not stated)
→ ?, i, 6.5µM*, 4%, -3%, 1%, -52%, ?, 16%
CCCNC(=O)COC(=O)c1ccc(-c2ccccc2)cc1
→ 2.4%, i, ?, -5%, 0%, ?, -1%, 12%, -20%
CCOC(=O)[C@]12CCC=C1N(Cc1ccc3c(c1)OCO3)C(=O)[C@H](CC(=O)NCc1cccc(C(F)(F)F)c1)C2
→ 4.2%, ?, nt, nt, nt, -2%, nt, nt, -17%
O=C1OC(Nc2nccs2)c2ccccc21 (configuration not stated)
→ -0.1%, i, -1%, ?, 1%, 0%, 8%, 2%, 6%
C[C@H](NC(=O)c1ncn2c1C(=O)NC[C@H]2C)c1ccccc1
→ -0.5%, i, nt, nt, nt, 5%, -3%, -4%, 9%
COc1ccc(CCNC(=O)c2ccc([N+](=O)[O-])cc2)cc1
→ -0.2%, i, 13%, ?, 5%, 3%, -12%, 1%, 2%
NS(=O)(=O)c1ccc(CCNS(=O)(=O)c2cccc3nsnc23)cc1
→ 0.0%, i, -5%, -18%, -2%, 2%, 0%, -1%, -4%
N#Cc1ccc(CSc2nnc(-c3cccnc3)n2-c2ccccc2)cc1
→ 0.2%, i, 7%, -1%, -6%, 7%, 3%, -1%, 3%
COc1ccc(NC(=O)C[C@H]2C(=O)N(c3ccc(Br)cc3)C[C@@H]2CSC)cc1
→ 4.3%, i, nt, nt, nt, -7%, -39%, -9%, -8%
Fc1ccc2nc3c(nc2c1)CCCC3
→ -0.6%, i, 19%, ?, 11%, 17%, -20%, -7%, 1%
Cc1cc(C)nc(NC(=NCCc2c[nH]c3ccccc23)NC(=O)c2ccco2)n1
→ 2.2%, ?, ?, ?, -13%, 13%, -8%, ?, 13%
CCN(CC)C(=O)CSc1nc2sc3c(c2c(=O)n1-c1ccc(C)cc1)CC(C)(C)SC3
→ -0.4%, i, 11%, 0%, -1%, -25%, -31%, 1%, -1%
Cc1cc(C)nc(Sc2nc(Nc3ccccc3)nc(Sc3nc(C)cc(C)n3)n2)n1
→ ?, i, ?, -6%, -4%, 13%, 16%, 6%, -3%
CCN(CC)S(=O)(=O)c1ccc(NS(=O)(=O)c2cccs2)cc1
→ -0.4%, i, 14%, -7%, 0%, 6%, -12%, -6%, 3%
COc1ccc2c(c1)C(C)=CC(C)(C)N2C(=O)CSc1nnc(-c2ccc(C)cc2)o1
→ -0.2%, i, -2%, ?, 3%, -10%, -6%, -31%, -3%
COc1ccc(COC(=O)C2CCN(S(=O)(=O)c3ccc(C)cc3)CC2)cc1
→ -0.2%, i, 1%, 15%, -2%, 6%, -6%, ?, 6%
C=CCN1C(=O)/C(=C/c2cccs2)S/C1=N\S(=O)(=O)c1ccc(F)cc1
→ -0.5%, i, 2%, 1%, 0%, 2%, -6%, -5%, -4%
COc1ccc(OCC#CCn2ccnc2)cc1
→ 0.3%, i, -4%, -9%, -14%, nt, -4%, -15%, 1%
O=C(O)c1cccc(NC(=O)c2cc(-c3cccc(Cl)c3)nc3ccccc23)c1
→ 4.9%, i, 0%, ?, 4%, 32%, -3%, 8%, -9%
CC1C(=O)C(C)C(c2ccccc2)N(N=O)C1c1ccccc1 (configuration not stated)
→ -0.6%, i, 0%, -6%, 0%, -17%, -9%, -18%, 11%
CCOC(=O)N1CCN(C(=O)CSc2ncnc3sccc23)CC1
→ 0.2%, i, 6%, -2%, 1%, -14%, 11%, -1%, -11%
COc1ccc(CCN(C)C(=O)CNC(=O)c2ccccc2F)cc1OC
→ 0.5%, i, 3%, -10%, -1%, 9%, -15%, -9%, 6%
CCCCc1cc(=O)oc2cc(OC(C)C(=O)NCCN3CCOCC3)c(Cl)cc12 (configuration not stated)
→ 0.0%, i, ?, -9%, 4%, -13%, -17%, 3%, 6%
N#Cc1nc(-c2cccc3ccccc23)oc1N1CCCCC1
→ 2.0%, i, 9%, ?, 6%, 35%[activator], -52%, -6%, 8%
CC(=O)c1ccc(-c2c(C)cc3oc(=O)cc(-c4ccccc4)c3c2C)cc1
→ 7.0%, ?, -43%[inhibitor], 2%, 1%, -7%, -1%, -11%, -8%
Cn1c(=O)c2c(ncn2CC(=O)OCCCC(=O)c2ccc(Br)cc2)n(C)c1=O
→ 3.4%, i, -10%, -16%, -1%, ?, -5%, 5%, -9%
Cc1cc(NS(C)(=O)=O)c(=O)n(Cc2cccc(C(F)(F)F)c2)c1
→ -1.0%, ?, nt, nt, nt, nt, 0%, 3%, -2%

Three structures from above, ordered by heavy-atom count, rising.
The line under a structure holds: Nrf2 activator, S2 tox, MCF10A rereplic, Nrf2 inh, A549 viability, ATXN2 expr inh, HepG2 viability, TGFb SMAD3 inh, EPAC2 antagonist
COc1ccc(OCC#CCn2ccnc2)cc1
→ 0.3%, i, -4%, -9%, -14%, nt, -4%, -15%, 1%
N#Cc1nc(-c2cccc3ccccc23)oc1N1CCCCC1
→ 2.0%, i, 9%, ?, 6%, 35%[activator], -52%, -6%, 8%
CC(=O)c1ccc(-c2c(C)cc3oc(=O)cc(-c4ccccc4)c3c2C)cc1
→ 7.0%, ?, -43%[inhibitor], 2%, 1%, -7%, -1%, -11%, -8%

Some of the compounds tested; count on the stated rates, not on these rows.
